Source: PubChem
DPM-DC inhibit: inhibitors of Streptococcus pneumoniae diphosphomevalonate decarboxylase | purified DPM-DC, PK/LDH coupled NADH fluorescence | 0.49% of 65,000 active | calls only at 10 µM;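 active = the 320 compounds with the highest percent inhibition in the single-dose primary screen, excluding strongly autofluorescent ones, cut at about 32% in these data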;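 also: kinetic rate of NADH fluorescence loss reporting ADP formed by the decarboxylase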
HPDE-C7K KRASV12: viability loss of HPDE-C7K cells – cell-based, fluorescence, HTS, primary screen (AID 431). 1.7% of 63,000 active. HPDE-C7K KRASV12 cells, Alamar Blue viability, 48 h; higher % means a stronger effect. one-dose cytotoxicity, % at 10 µM; EC50 in µM for titrated hits;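 active = compounds whose percent cytotoxicity in the single-dose primary screen, scaled between solvent and toxic-drug controls, exceeds 50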;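 also: 0% = DMSO solvent wells and 100% = doxorubicin-treated wells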
PMK inhibit: S. pneumoniae PMK inhibition; purified PMK, PK/LDH-coupled NADH absorbance 340 nm; inhibition, % at 10 µM; 0.49% of 65,000 active; AID 539;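 active = top-ranked compounds by inhibition in the single 10 µM screen, taking a fixed number of the strongest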;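 also: 0% = full reaction with DMSO carrier and 100% = background rate without enzyme reaction; no value below 0 was filed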
HPDE-C7 cytotoxicity: HPDE-C7 pancreatic duct cell viability loss – fluorescence, HTS (AID 430) | HPDE-C7 pancreatic duct cells viability, fluorescence; higher % means a stronger effect | one-dose cytotoxicity, % at 10 µM; EC50 in µM for titrated hits | 1.8% of 63,000 active;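 also: cells exposed to compound for 48 hours before viability readout; 0% = vehicle and 100% = reference cytotoxic drug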
HT1080 cytotoxicity: HT1080 cell viability loss – fluorescence readout (AID 620). HT1080 viability, fluorescence; higher % means a stronger effect. cytotoxicity, % at 10 µM, or EC50 in µM where a hit was titrated. 0.42% of 87,000 active;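 also: cells exposed to compound overnight then 4 h with Alamar Blue; 0% = vehicle DMSO and 100% = killing control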
Bfl-1 inhibitors: displacement of Bid BH3 peptide from Bfl-1 – biochemical, fluorescence polarization, FITC-Bid, mouse, primary screen (AID 432); FITC-Bid BH3 peptide fluorescence polarization displacement; higher % means a stronger effect; displacement, % at 20 µM, or IC50 in µM where a hit was titrated; 0.02% of 64,000 active; in the data active = a potency from the dose series; inactive = the rest, 99 in 100 with displacement below about 15%; also: strong numbers were not always called active
TNAP inhibition: human TNAP enzyme inhibitors, biochemical, luminescent (AID 518). purified TNAP enzyme, luminescent substrate readout; higher % means a stronger effect. inhibition, % at 20 µM; hits with a dose series show IC50 in µM. 0.09% of 64,000 active; in the data active = a potency from the dose series; inactive = the rest, 99 in 100 with inhibition below about 22%;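 also: plate controls were vehicle for no effect and reference inhibitor for full effect; many of its hits are not listed in these tables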
Spn MK inh: inhibitors of Streptococcus pneumoniae mevalonate kinase | 0.48% of 65,000 active | inhibition, % at 10 µM | purified MK, PK/LDH-coupled NADH absorbance 340 nm;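 active = ranked among the strongest by inhibition in the single 10 µM screen, a fixed top-ranked set picked for dose follow-up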; also: no value below 0 was filed
LYP inhibition: inhibition of human PTPN22 tyrosine phosphatase – biochemical, DiFMUP fluorescence, recombinant catalytic domain, 10 µM, primary screen (AID 606); recombinant LYP catalytic domain, DiFMUP fluorescence; higher % means a stronger effect; one-dose inhibition, % at 10 µM; IC50 in µM for titrated hits; 52,000 tested, under 10 active;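 active = IC50 under 40 µM in the dose-response test; inactive = IC50 of 40 µM or more, or never dose-tested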
PMK inhibit pilot replicates: second read-out of PMK inhibit, no call of its own (marks repeat the call); inhibition, %; measured here: pilot screen replicates
Spn MK inh pilot replicates: further read-out of Spn MK inh, marked with its call; inhibition, %; measured here: pilot screen replicates
DPM-DC inhibit pilot screen %: recorded beside DPM-DC inhibit, whose call it bears; inhibition, %; measured here: pilot screen trials
* = called active by the depositor; i = inactive; x = no result given. Rule as the data show it, unless noted: active = cytotoxicity above about 50%; inactive = the rest. An unsorted share of the library; overall some 3.6% were active at least once.

SMILES	DPM-DC inhibit	HPDE-C7K KRASV12	PMK inhibit	HPDE-C7 cytotoxicity	HT1080 cytotoxicity	Bfl-1 inhibitors	TNAP inhibition	Spn MK inh	LYP inhibition	others
CCN(CC)S(=O)(=O)c1ccc(NC(=O)C(OC)c2ccccc2)cc1 (stereo not drawn)	i	2%	6	5%	-3%	-8%	8%	0	6%
NS(=O)(=O)c1ccc(CCNC(=O)NC2(C(F)(F)F)Oc3ccccc3O2)cc1	i	-14%	18	-12%	7%	2%	10%	19	-3%
Cc1ccc(S(=O)(=O)N(CC(=O)NCc2ccco2)Cc2ccccc2F)cc1	i	-1%	8	-2%	12%	9%	11%	4	-3%	PMK inhibit pilot replicates=0.0;Spn MK inh pilot replicates=0.5;DPM-DC inhibit pilot screen %=4.0
CCN1C(=O)/C(=C2/SC(C)=C(C)N2CC)SC1=S	i	10%	4	11%	-11%	8%	21%	6	-1%
CCN(CC(=O)NC(C)C)C(=O)CCNC(=O)c1ccc(Cl)cc1	i	-12%	10	-10%	-7%	-6%	3%	4	x
CCOc1ccc2sc(NS(=O)(=O)c3ccc(OC)c(OC)c3)nc2c1	i	8%	7	-1%	33%	-5%	-2%	5	5%
COc1ccc(-c2cc(C(F)F)n3ncc(C(=O)NCCCN4CCCC4=O)c3n2)cc1	x	-9%	15	1%	3%	2%	4%	6	x
CCN(c1ccccc1)S(=O)(=O)c1ccc(N)cc1	i	15%	6	9%	-2%	5%	6%	5	2%
CN(Cc1ccccc1)S(=O)(=O)c1ccc2c(c1)n(C)c(=O)n2C	i	x	6	x	10%	-4%	5%	8	3%
Cc1cc(C)c(C#N)c(OCC(=O)c2ccccc2)n1	i	19%	3	24%	6%	-2%	9%	7	x
COc1ccccc1OCc1ccc(C(=O)N2CCN3CCCC3C2)cc1 (stereo not drawn)	i	8%	0	3%	x	5%	5%	9	x
Cn1c(=O)c2c(nc(Cl)n2Cc2ccncc2)n(C)c1=O	i	-1%	1	-3%	19%	3%	11%	0	16%
O=C(NCCNC(=O)C(c1ccccc1)c1ccccc1)c1ccco1	i	-9%	4	-8%	5%	-2%	9%	3	0%
CCSc1ccccc1C(=O)NCCCn1ccnc1	i	x	4	x	5%	-4%	6%	0	0%
CCOC(=O)CSC1=C(C#N)C(c2ccccc2OCC)C(C(=O)OCC)C(=O)N1 (stereo not drawn)	i	0%	10	-6%	-7%	0%	8%	7	7%
O=C(c1ccc2c(c1)OCO2)N1CCN=C1SCc1ccccc1	i	-2%	5	3%	-7%	-9%	4%	0	-19%
CCOC(=O)C(C)Sc1nc(-c2cccs2)ccc1C#N (stereo not drawn)	x	60%*	0	59%*	7%	-4%	12%	5	x
O=S(=O)(NC1c2cccc3cccc(c23)C1N1CCN(CCO)CC1)c1ccccc1 (stereo not drawn)	i	41%	0	32%	10%	0%	6%	8	x
CCOC(=O)N1CCC(Nc2cc(C)nc3c(-c4ccccc4OC)c(C)nn23)CC1	i	5%	0	9%	-1%	0%	7%	10	-13%
O=C(NCc1ccc2c(c1)OCO2)c1cnc2ccccn2c1=O	i	8%	11	7%	0%	0%	6%	0	9%
COc1ccc(CNC(=O)c2cnc(C)cn2)c(OC)c1	i	-4%	0	-5%	-14%	-5%	4%	0	-5%
COc1ccccc1OCCC(=O)OCC(=O)NC(=O)NC(C)(C)C	i	x	0	x	-5%	-12%	3%	5	15%
CCCCCN(C(=O)NC(=O)Nc1nncs1)S(C)(=O)=O	i	-11%	12	-14%	17%	-2%	7%	0	0%
C1CCc2c(nnc3c2-c2nonc2CC3)C1	i	-4%	5	-6%	14%	2%	12%	10	11%

Ordered by SMILES length (smallest number first): part of the list above.
SMILES	DPM-DC inhibit	HPDE-C7K KRASV12	PMK inhibit	HPDE-C7 cytotoxicity	HT1080 cytotoxicity	Bfl-1 inhibitors	TNAP inhibition	Spn MK inh	LYP inhibition	others
C1CCc2c(nnc3c2-c2nonc2CC3)C1	i	-4%	5	-6%	14%	2%	12%	10	11%
CCN(c1ccccc1)S(=O)(=O)c1ccc(N)cc1	i	15%	6	9%	-2%	5%	6%	5	2%
Cn1c(=O)c2c(nc(Cl)n2Cc2ccncc2)n(C)c1=O	i	-1%	1	-3%	19%	3%	11%	0	16%
COc1ccccc1OCCC(=O)OCC(=O)NC(=O)NC(C)(C)C	i	x	0	x	-5%	-12%	3%	5	15%
CCOC(=O)CSC1=C(C#N)C(c2ccccc2OCC)C(C(=O)OCC)C(=O)N1 (stereo not drawn)	i	0%	10	-6%	-7%	0%	8%	7	7%
NS(=O)(=O)c1ccc(CCNC(=O)NC2(C(F)(F)F)Oc3ccccc3O2)cc1	i	-14%	18	-12%	7%	2%	10%	19	-3%

(continued)
SMILES	DPM-DC inhibit	HPDE-C7K KRASV12	PMK inhibit	HPDE-C7 cytotoxicity	HT1080 cytotoxicity	Bfl-1 inhibitors	TNAP inhibition	Spn MK inh	LYP inhibition	others
Cc1ccnc(NS(=O)(=O)c2ccc(NC(=O)C3CCCO3)cc2)n1 (stereo not drawn)	i	-3%	0	-7%	-13%	3%	5%	11	9%
CCCn1c2c(c(O)c(C(=O)Nc3nc(C)cs3)c1=O)CCCC2	i	3%	7	2%	3%	-9%	12%	10	8%
CCc1nc(NCC2CCCO2)c(C#N)c2c1COC(C)(C)C2 (stereo not drawn)	x	-3%	13	-11%	-8%	-6%	11%	0	-8%
CCCCCc1cc(O)c2c(C)cc(=O)oc2c1	i	39%	0	50%*	-15%	-3%	0%	11	1%
Cc1ccc2cc(C#N)c(NCCCNC(=O)C3CCCO3)nc2c1 (stereo not drawn)	x	3%	8	10%	6%	-2%	13%	4	-1%	PMK inhibit pilot replicates=0.0;Spn MK inh pilot replicates=0.0
OC(c1ccc(Cl)cc1)c1nnc(-c2ccccc2)o1 (stereo not drawn)	i	8%	16	3%	-4%	-5%	13%	0	5%
C=CCNC1=C(Cl)C(=O)N(c2ccccc2Cl)C1=O	i	-2%	16	0%	2%	22%	11%	2	9%
CCC1(C)CC(CC(=O)O)(c2ccccc2OC)CCO1 (stereo not drawn)	i	13%	1	0%	4%	3%	8%	5	2%
CC(C)(C)n1nnnc1C(c1ccccc1F)N1CCN(C2CCCC2)CC1 (stereo not drawn)	i	2%	18	-12%	14%	-4%	2%	11	2%
CCOC(=O)c1ccc2c(c1)N(Cc1ccccc1C)C(=O)c1ccccc1S2=O (stereo not drawn)	i	3%	13	4%	9%	-2%	14%	0	0%
Cc1ccccc1-c1nc2ccccc2c(=O)n1C1CCS(=O)(=O)C1 (stereo not drawn)	i	5%	0	-7%	8%	0%	6%	7	3%	PMK inhibit pilot replicates=2.0;Spn MK inh pilot replicates=0.0;DPM-DC inhibit pilot screen %=0.5
Cc1cc(C)cc(NC(=O)CSc2nc3c(c(=O)n2C)SC(C)C3)c1 (stereo not drawn)	i	-5%	8	1%	1%	-2%	0%	0	-11%
CC(=O)c1cccc(NC(=O)Nc2ccc(C(=O)N3CCCC3)cc2)c1	i	-26%	0	-16%	9%	-3%	7%	2	21%
CC(=O)OC1CSc2nc3ccccc3n2C1 (stereo not drawn)	i	-12%	20	-17%	7%	-7%	8%	0	3%	PMK inhibit pilot replicates=3.0;Spn MK inh pilot replicates=0.0;DPM-DC inhibit pilot screen %=3.0
COC(=O)C(Nc1nccs1)(OC)C(F)(F)F (stereo not drawn)	i	-14%	11	-10%	-4%	9%	3%	11	10%
COc1ccc(C2OC(=O)c3ccccc3S2)cc1 (stereo not drawn)	i	1%	0	7%	-3%	12%	6%	2	8%
CC1CCCCC1NC(=O)Cn1[nH]c(=O)c2ccccc2c1=O (stereo not drawn)	i	0%	13	-13%	-2%	-2%	4%	0	8%
O=C(CCCC(=O)N(CC(=O)NC1CCCCC1)Cc1ccco1)Nc1ccccn1	i	-13%	19	-9%	-14%	-6%	13%	0	x
O=C(CSc1nnnn1Cc1ccccc1)Nc1ccc2c(c1)OCCO2	i	-4%	10	-5%	-3%	-6%	3%	1	x
CCOC(=O)C1=C(CC)OC(N)=C(C#N)C1c1cc(OC)ccc1OC (stereo not drawn)	i	-11%	3	-18%	35%	-6%	14%	1	0%
COc1ccc(NC(=O)CN(c2cccc(F)c2)S(C)(=O)=O)cc1OC	i	-11%	15	-19%	-5%	1%	5%	8	-5%
Cc1ccc(Cn2c(=S)[nH]c3ccc(N4CCOCC4)cc3c2=O)o1	i	-10%	14	-1%	-8%	4%	14%	7	0%
Cc1ccc(-c2nnn(CC(=O)O)n2)cc1	i	-3%	4	-1%	-2%	3%	10%	8	x
CCC(=O)NCCNC(=O)c1c(SC)nsc1SC	i	3%	8	5%	7%	-1%	0%	x	x
c1ccc(-c2noc(CSc3nnnn3-c3ccccc3)n2)cc1	i	-15%	7	-5%	x	4%	7%	7	-7%
Cc1cccc(C#N)c1NC1=CC(=O)CC(C)(C)C1	i	-6%	0	-3%	6%	-2%	9%	4	6%
CCN(CC)CC(=O)n1c2c(c3ccccc31)CCCC2	i	3%	12	0%	0%	-1%	10%	7	x
COc1ccc2c(c1)C(=O)OC2CC(=O)O (stereo not drawn)	i	5%	15	-3%	3%	-6%	12%	20	x
O=C(CSc1nnc(-c2ccco2)n1Cc1ccccc1)c1ccc(F)cc1	i	-19%	0	-21%	2%	0%	11%	8	-3%
CCOc1nc(SCCOc2ccc(C)cc2)nc(N(C)C)n1	i	-13%	0	0%	-5%	-8%	-2%	2	x
Cc1nc(SCC(=O)OCc2ccccc2)c2c(=O)n(C)c(=O)n(C)c2n1	i	3%	0	6%	5%	0%	7%	3	10%
CC(=O)Nc1nonc1-c1nc2ccccc2n1Cc1nnc(C)o1	i	-14%	12	-16%	1%	1%	2%	10	x
COCCCNC(=O)Cn1nc(-c2ccc(C)cc2)ccc1=O	i	0%	13	-7%	0%	-5%	-1%	6	-10%
CCOc1ccc(CC(=O)N2CCN(c3ccc(N4CCOCC4)nn3)CC2)cc1OCC	x	4%	6	-5%	-2%	3%	4%	2	2%
CCn1c(SCC(=O)Nc2ccc(NC(=O)c3cccs3)cc2)nnc1-c1cccnc1	i	-1%	0	-9%	-16%	-2%	4%	6	8%
O=C(CN1C(=O)COc2ccccc21)c1ccc(Cl)cc1	i	0%	7	3%	-4%	-2%	9%	5	11%
CN1CCCC(OC(=O)CCCCC(=O)OC2CCCN(C)C2)C1 (stereo not drawn)	i	-9%	7	4%	0%	2%	9%	0	1%
CN(C)C(CN1C(=O)C2CC=CCC2C1=O)c1cn(C)c2ccccc12 (stereo not drawn)	i	-9%	2	-35%	-1%	0%	15%	8	7%	PMK inhibit pilot replicates=1.0;Spn MK inh pilot replicates=0.0;DPM-DC inhibit pilot screen %=2.5
CC1Cc2ccccc2N1C(=O)CN1C(=O)NC(C)(c2ccc3c(c2)OCCO3)C1=O (stereo not drawn)	i	2%	12	-3%	-3%	-1%	7%	17	7%
